TRPC6 activator – activators of mouse TRPC6 channel; HEK293-TRPC6 membrane potential dye fluorescence; stronger effect = higher value; B-score at 10 µM; 310,000 compounds, 0.13% hits; AID 2550;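 active = B-score of the integrated fluorescence ratio above library mean plus 3 SD, and starting fluorescence ratio within library mean plus 5 SD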;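 note: higher score means more depolarization so channel activation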
IEC-6 tox – IEC-6 cytotoxicity, counter-screen for KLF5 inhibitors; 290,000 compounds, 0.78% hits; luminescence viability; inhibition, % at 5 µM; AID 1825; in the data active = inhibition above about 22%;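 note: 0% = plate median of test compound wells and 100% = cytotoxic reference compound wells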
KLF5 inhibitor – suppresses KLF5 promoter-driven expression. DLD-1 KLF5 promoter-luciferase reporter, luminescence. inhibition, % at 5 µM. 290,000 compounds, 0.23% hits. AID 1700;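 active = inhibition above a per-plate limit of that plate's mean compound inhibition plus 3 SD, cut at about 60% in these data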;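 note: 0% = DMSO wells and 100% = LY294002 at 200 µM; higher means less KLF5 promoter-driven luciferase light; inactives centre near -14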
TRPC6 inhibitor – blocks the mouse TRPC6 cation channel; 310,000 compounds, 1.1% hits; Q61143; AID 2553; B-score at 10 µM; HEK293-TRPC6, membrane potential dye, ACh-evoked depolarization; stronger effect = lower value;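 active = B-score under library mean minus 3 SD, initial fluorescence not abnormally high, positive integrated signal ratio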;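 note: B-score derived from integrated fluorescence ratio over the kinetic read; more negative B-score means stronger inhibition of depolarization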
MrgX1 antag – blocks BAM8-22 activation of human MrgX1 receptor; Q96LB2; MRGX1-HEK293 calcium flux, Fluo-4, BAM8-22 antagonism; stronger effect = lower value; B-score at 10 µM; 310,000 compounds, 1.3% hits; AID 588676;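 active = calcium-response B-score plate-corrected more than 3 library SD below zero, starting fluorescence within 5 deviations, no agonist response on first addition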;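 note: peak minus trough fluorescence over baseline after final BAM8-22 challenge near maximal dose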
HIF activator – HIF pathway transcriptional activation | U2OS HRE-luciferase reporter, luminescence; normalized: DMSO 0%, desferrioxamine 100% | activation, % at 7.5 µM (by protocol) | 300,000 compounds, 0.32% hits | AID 1910;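 active = mean activation of at least 10% of the iron chelator positive control signal, with at least half of replicates also reaching 10%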
TRPC4 agonist – activators of mouse TRPC4 channel | B-score at 10 µM | Q9QUQ5 | AID 2237 | 310,000 compounds, 0.49% hits | HEK293 TRPC4beta/mu-opioid, Fluo4 calcium fluorescence; stronger effect = higher value;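 active = B-score above 5 SD of library B-scores, and initial fluorescence ratio not above library mean plus 5 SD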;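 note: positive B-score marks a calcium rise read as TRPC4 activation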
Target sequence (Q9QUQ5 whole entry, looked up): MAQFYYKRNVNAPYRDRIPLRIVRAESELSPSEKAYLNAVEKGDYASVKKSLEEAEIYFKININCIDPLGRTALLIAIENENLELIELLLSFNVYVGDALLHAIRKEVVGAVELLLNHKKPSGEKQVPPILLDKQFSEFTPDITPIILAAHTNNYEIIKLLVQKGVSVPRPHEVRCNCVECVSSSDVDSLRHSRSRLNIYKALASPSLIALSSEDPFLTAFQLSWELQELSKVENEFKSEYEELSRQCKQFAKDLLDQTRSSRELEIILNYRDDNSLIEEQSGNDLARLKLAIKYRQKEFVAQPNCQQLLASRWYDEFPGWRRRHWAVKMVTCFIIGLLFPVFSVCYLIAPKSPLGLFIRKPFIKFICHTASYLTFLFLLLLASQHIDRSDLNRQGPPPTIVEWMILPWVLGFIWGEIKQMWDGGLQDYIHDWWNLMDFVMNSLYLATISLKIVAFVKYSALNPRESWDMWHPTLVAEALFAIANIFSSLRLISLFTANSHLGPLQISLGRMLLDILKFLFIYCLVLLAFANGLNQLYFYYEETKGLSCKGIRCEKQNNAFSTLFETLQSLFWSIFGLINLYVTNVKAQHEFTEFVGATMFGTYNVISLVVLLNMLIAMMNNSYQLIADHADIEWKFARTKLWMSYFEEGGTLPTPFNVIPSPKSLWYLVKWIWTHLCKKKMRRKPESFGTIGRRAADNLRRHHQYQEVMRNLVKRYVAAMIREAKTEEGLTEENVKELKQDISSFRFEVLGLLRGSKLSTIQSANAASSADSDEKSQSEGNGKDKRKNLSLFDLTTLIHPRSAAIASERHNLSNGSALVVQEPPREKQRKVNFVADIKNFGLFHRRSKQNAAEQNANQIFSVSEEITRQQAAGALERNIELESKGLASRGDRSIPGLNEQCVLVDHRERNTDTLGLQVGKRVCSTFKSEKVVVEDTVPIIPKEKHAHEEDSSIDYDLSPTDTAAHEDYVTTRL
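Assay system: HEK293 cells stably co-expressing mouse TRPC4beta and mu-opioid receptor / Timing: Fluo4 dye loading 45 min at room temperature, 110 s recording / Signal: Fluo4 calcium-sensitive dye fluorescence, kinetic, 1 Hz baseline / Read-out: integrated baseline-normalised fluorescence ratio, converted to per-well B score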
TRPC4 block – blocks the mouse TRPC4 cation channel; HEK293 TRPC4beta/mu-opioid, DAMGO-evoked Fluo4 calcium flux; stronger effect = lower value; 300,000 compounds, 0.39% hits; B-score at 10 µM; Q9QUQ5; AID 2247;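 active = B-score over 3 SD under the library average, no early fluorescence shift, positive overall ratio signal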
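Test system – stable TRPC4beta/mu-opioid receptor HEK293 cells · Probe or stimulus – DAMGO, a submaximal dose followed by a maximal one · Dosing – one concentration per compound · Signal – Fluo4 calcium fluorescence by kinetic imaging, 5 s 1 Hz baseline · Evaluation – per-well B score of integrated baseline-normalized Fluo4 ratio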
aSyn 5UTR inh – 5' untranslated region of α-synuclein, MLPCN primary screen | alpha-synuclein 5'UTR reporter, inhibitor activity | inhibition, % (tested at 7.5 µM) | 300,000 compounds, 0.82% hits; in the data active = inhibition above about 60%;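 note: H4 neuroglioblastoma cells stably carrying SNCA 5'UTR luciferase fusion; 0% = DMSO wells and 100% = positive control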
TRPC4 PAM – TRPC4 (mouse) allosteric potentiation | B-score at 10 µM | Q9QUQ5 | AID 2227 | 310,000 compounds, 0.42% hits | HEK293 TRPC4beta/mu-opioid, DAMGO EC20, Fluo-4 Ca2+ flux; stronger effect = higher value;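 active = B-score of calcium response area above 5 SD of library B-scores, with initial fluorescence ratio within 5 SD of library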;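 note: B-score of integrated fluorescence ratio over time as area under calcium response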
SKKanGAS inh – inhibitors of SKKanGAS S. pyogenes growth in kanamycin (SK-promoter or general growth effect); BacTiter-Glo, 6 h; inhibition, % at 7.5 µM; 300,000 compounds, 1.3% hits;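 active = mean replicate score, as percent of positive control median, at least 50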;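 note: strain carries kanamycin resistance gene driven by streptokinase promoter and grows in 40 µg/ml kanamycin; loss of luminescence reflects streptokinase promoter inhibition or plain growth inhibition; 0% = median of DMSO wells and 100% = positive control at its reference dose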
An asterisk follows results filed as active; i = inactive; · = no result given.

SMILES	TRPC6 activator	IEC-6 tox	KLF5 inhibitor	TRPC6 inhibitor	MrgX1 antag	HIF activator	TRPC4 agonist	TRPC4 block	aSyn 5UTR inh	TRPC4 PAM	SKKanGAS inh
C=CCN(CC=C)C(=O)CN1C(=O)NC(C)(c2ccc3cc(OC)ccc3c2)C1=O (stereo not drawn)	i	6	3	i	i	-0.7	i	i	31	i	0
Cc1ccc(OCCn2nnc3ccccc32)cc1C	i	-3	-120	i	i	6.9	i	i	-200	i	1
Cc1ccc(N/N=C/c2c(C)c(C#N)c(=O)n(C)c2O)cc1C	i	0	-7	i	·	-0.3	i	i	-10	i	-10
CC1=C(C(=O)OC(C)C)C(c2ccccc2)NC(=O)N1C (stereo not drawn)	i	-6	-42	i	i	-20	i	i	8	i	-1
CC(NC(=O)CSc1n[nH]c(=O)n1C1CC1)C12CC3CC(CC(C3)C1)C2 (stereo not drawn)	i	1	-28	i	i	-0.9	i	i	0	i	0
CCOc1ccc2[nH]c(=O)c(CN(CCO)Cc3nnnn3CCc3ccccc3)cc2c1	i	2	-8	i	i	-0.5	i	i	4	i	2
C=CCNC(=O)c1cc(-c2ccc(Br)cc2)on1	i	0	-59	i	i	1.1	i	i	-101	i	-3
CC(=O)Cc1nsc(NC(=O)c2ccc(COc3ccccc3)o2)n1	i	-1	7	i	i	-0.1	i	i	-13	i	20
COc1ccc(CS(=O)(=O)c2nc(C)cc(C)c2S(C)(=O)=O)cc1	i	-2	-30	i	i	-0.2	i	i	-34	i	23
CC(=O)c1ccc(OC(=O)CCc2ccccc2)cc1	i	7	6	i	i	-3.0	i	i	-10	i	-7
Cc1cccc(C)c1N1CCN(C(=O)N2CCCCC2)CC1	i	-5	-7	i	i	0.5	i	i	3	i	12
COc1ccccc1-c1cc(C(=O)N/N=C/c2ccc(C)o2)c2ccccc2n1	i	3	-13	i	·	-0.6	i	i	-2	i	-2
O=C(NCC1CCCN(Cc2ccccc2F)C1)c1cccc(C(F)(F)F)c1 (stereo not drawn)	i	5	6	i	i	-0.1	i	i	-14	i	4
CN(C)c1cccc(C(=O)Nc2ccc(N3CCOCC3)cc2)c1	i	4	-73	i	i	2.0	i	i	-41	i	-1
CC(CCc1ccccc1)NC(=O)Cc1ccccc1 (stereo not drawn)	i	3	-5	i	i	0.1	i	i	-9	i	12
CCOc1ccc(C(=O)NC2CC(=O)N(c3ccc4c(c3)OCCO4)C2)cc1 (stereo not drawn)	i	·	·	i	i	0.2	i	i	3	i	-2
O=C(Nc1ccccc1-c1ccccc1)C12CC3CC(CC(C3)C1)C2	i	2	-2	i	i	0.8	i	i	-78	i	14
O=C(N/C(=C\c1cn(-c2ccccc2)nc1-c1ccccc1)C(=O)N1CCOCC1)c1ccccc1	i	-3	-25	i	i	0.1	i	i	15	i	9
CC(C)(C)c1ccc(OCCC(=O)Nc2ccc(N3CCOCC3)cc2N2CCOCC2)cc1	i	·	·	i	i	-0.5	i	i	16	i	-8
COc1ccc(S(=O)(=O)NC(C)C(=O)NCCN2CCOCC2)cc1Cl (stereo not drawn)	i	-7	-37	i	i	-0.7	i	i	-8	i	1
COc1ccc(S(=O)(=O)N2CCC(C(=O)Nc3nnc(C)s3)CC2)cc1OC	i	·	·	i	i	-0.2	i	i	14	i	-16
CCOc1cc(N2CCOCC2)c(OCC)cc1NC(=O)C(C)C	i	-2	-17	i	i	-1.8	i	i	5	i	-5
O=C(NCC(=O)N(c1ccc(F)cc1)C(C(=O)NC1CCCC1)c1ccncc1)c1ccco1 (stereo not drawn)	i	5	-8	i	i	0.6	i	i	-6	i	-4
CCOC(=O)C1=C(C)N(c2ccc(OCC)cc2)C(=O)/C1=C\c1ccco1	i	-2	-47	i	i	0.0	i	i	27	i	0
Cn1c(N)c(C(=O)c2ccccc2)c(=O)n(C)c1=O	i	4	-2	i	i	-0.2	i	i	36	i	-7
CC(C)(C)C(=O)Nc1ccc(C(=O)N/N=C/C2CC3C=CC2C3)cc1 (stereo not drawn)	i	1	-9	i	i	-0.3	i	i	2	i	-3
CCCC(=O)Nc1nnc(S(=O)(=O)N(CC)c2ccc(OC)cc2)s1	i	3	-29	i	i	0.0	i	i	29	i	5
CCCCOc1ccc(C(=O)Nc2ccc(S(=O)(=O)Nc3onc(C)c3C)cc2)cc1	i	-1	3	i	i	-0.1	i	i	11	i	11
COC(=O)N/N=C/c1cc([N+](=O)[O-])cc(Br)c1O	i	4	1	i	i	0.3	i	i	-4	i	-5
CC(Sc1nnnn1-c1ccccc1)C(=O)Nc1ccccc1-c1ccccc1 (stereo not drawn)	i	4	-14	i	i	-0.3	i	i	27	i	-9
C=CCc1ccc(OCCCOc2ccc(C)cc2OC)c(OC)c1	i	-2	-32	i	i	0.4	i	i	-9	i	-2
COC(=O)c1nccnc1C(=O)Nc1ccccc1N1CCOCC1	i	2	-16	i	i	-0.5	i	i	-19	i	-7
COCC(=O)Nc1ccccc1NC(C)=O	i	-4	-21	i	i	0.4	i	i	-11	i	-3
O=C(O)/C=C\C(=O)Nc1ccccc1N1CCN(c2ccccc2)CC1	i	0	-9	i	i	0.7	i	i	-8	i	11
Oc1ccc2ccccc2c1CN1CCN(C/C=C/c2ccccc2)CC1	i	7	-32	i	i	0.9	i	i	10	i	-8
O=C(Nc1ccc(Cl)c(Cl)c1)Nc1ccccn1	i	5	-159	i	i	2.9	i	i	-178	i	-1
COc1ccc(CN(C)C(=O)c2cccc(S(=O)(=O)N3CCN(c4ccccc4)CC3)c2)c(OC)c1OC	i	·	·	i	i	-0.3	i	i	-9	i	-7
Cc1cc(S(=O)(=O)NCCN2CCOCC2)ccc1Cl	i	4	-62	i	i	0.7	i	i	11	i	9
Cc1cccc(NC(=S)NNC(=O)c2ccccc2OC(F)F)c1	i	4	-16	i	i	0.5	i	i	-47	i	8
CC1=CC(=O)C(C(C)C)=CC1=NC(=O)c1ccc(C)cc1	i	1	1	i	i	-0.2	i	i	-42	i	-3
COc1ccccc1-c1nc2ccccc2c(=O)n1O	i	-5	-7	i	i	0.7	i	i	9	i	8
CC1CCN(CCCNC(=O)C2CCC(CNS(=O)(=O)c3ccccc3)CC2)CC1 (stereo not drawn)	i	1	-14	i	i	-0.8	i	i	-22	i	-11
CCC1CN(C(=O)N2CCC(C(=O)NCc3cccc(OC)c3OC)CC2)c2cc(C)ccc2O1 (stereo not drawn)	i	7	1	i	i	0.0	i	i	-5	i	13
CC(=O)NC(Cc1ccc(C)cc1)C(=O)NC1CCN(C(=O)NCc2ccccc2)CC1 (stereo not drawn)	i	-1	-26	i	·	-13	i	i	-2	i	1
O=C(NCCCN1CCOCC1)c1ccc(Sc2ccc(F)cc2)c([N+](=O)[O-])c1	i	-3	4	i	i	-0.1	i	i	6	i	-6
COc1ccc(OCc2cc(C(=O)N3CCC(c4ccccc4)CC3)no2)c(Cl)c1	i	2	-86	i	i	3.1	i	i	-63	i	15
Cc1c(C(=O)Nc2ccccc2F)sc2ncn(CC(=O)N3CCOCC3)c(=O)c12	i	0	-29	i	i	0.2	i	i	20	i	-4
Nc1ccccc1C(=O)N1CCc2ccccc21	i	3	-95	i	i	-16	i	i	-32	i	2
O=C(Nc1ccc(-c2nnc(-c3ccccc3)o2)cc1)C1CCCO1 (stereo not drawn)	i	-3	-107	i	i	0.0	i	i	-11	i	-14
COc1cccc(/C=N/NC(=O)c2cnccn2)c1OC	i	5	-17	i	i	0.0	i	i	-2	i	2
Additional results follow.
SMILES	TRPC6 activator	IEC-6 tox	KLF5 inhibitor	TRPC6 inhibitor	MrgX1 antag	HIF activator	TRPC4 agonist	TRPC4 block	aSyn 5UTR inh	TRPC4 PAM	SKKanGAS inh
N#Cc1cnc(NOCc2ccc(Cl)cc2)nc1	i	1	-21	i	i	-0.6	i	i	6	i	-4
O=C(O)c1cc2nc(-c3cccs3)cc(C(F)(F)F)n2n1	i	-2	-38	i	i	-0.3	i	i	0	i	41
Cc1occc1C(=O)NC(C)CCc1ccccc1 (stereo not drawn)	i	-6	-23	i	i	0.3	i	i	-19	i	0
O=C(NCCC(=O)N1CCC2(CC1)NCCc1[nH]cnc12)c1cccc(C(F)(F)F)c1	i	1	-8	i	i	-0.4	i	i	8	i	-1
COc1cccc(/C=C2/C(=O)NN(c3ccc(F)cc3)C2=O)c1	i	2	-24	i	i	-0.6	i	i	-1	i	1
CSc1nc2c(c(=O)n1-c1ccccc1)SCC2	i	1	-16	i	i	0.1	i	i	9	i	-4
Cc1ccc2[nH]c(=O)c(CC=C(Cl)Cl)c(C)c2c1	i	-1	-51	i	i	0.1	i	i	20	i	3
c1ccc(-c2cc(-c3ccc(N4CCOCC4)cc3)nc3ccccc23)cc1	i	8	-5	i	i	-0.1	i	i	-19	i	12
Cc1ccc(S(=O)(=O)N(C)CC(=O)Nc2cccnc2)cc1	i	1	-4	i	i	0.5	i	i	3	i	-4
C(=N\Nc1nc(N2CCOCC2)nc(N2CCOCC2)n1)/c1ccncc1	i	1	-15	i	i	0.0	i	i	12	i	-14
CCn1c(=NC(=O)CSC(C)=O)sc2cc(F)ccc21	i	2	-11	i	i	0.0	i	i	-13	i	5
CCOC(=O)C1(CCSC)NC(c2ccco2)C2C(=O)N(C)C(=O)C21 (stereo not drawn)	i	-5	-50	i	i	-0.2	i	i	-11	i	-3
COc1ccc(OCCn2cnc3ccccc32)cc1	i	-10	-28	i	i	0.3	i	i	-70	i	-5
CC1CCN(c2ccc(NC(=O)c3cccnc3Cl)cc2)CC1	i	0	-70	i	i	1.6	i	i	-69	i	-4
Cc1ccc(N(CC(=O)N2CCOCC2)S(C)(=O)=O)cc1C	i	-2	-32	i	i	0.4	i	i	34	i	-8
C#CC1(O)CC(C)N(C)C(C)C1 (stereo not drawn)	i	2	-9	i	i	0.0	i	i	20	i	4
CC1CC1C(=O)Nc1nc(-c2ccccn2)cs1 (stereo not drawn)	i	0	-78	i	i	1.5	i	i	-32	i	85*
Nc1nc2sc3c(c2c(=O)s1)CCCC3	i	0	-55	i	i	2.1	i	i	-43	i	0
C/C(=N\NC(=O)COc1ccc(C#N)cc1)c1ccc(N2CCOCC2)cc1	i	3	-15	i	i	-0.2	i	i	-11	i	-8

The order is random. About 5.8% of those tested had a hit in this group.
